Compound activity: PubChem BioAssay, National Center for Advancing Translational Sciences (NCATS)
KDM5B inhibitor: Primary screen for KDM5B Histone Demethylases FDH-coupled qHTS. KDM5B demethylase, FDH-coupled NADH fluorescence (FDH is formaldehyde dehydrogenase). Potency, µM (titrated, usually from 57.7 µM), inactives show at the top dose activity change, negative = inhibition, actives largely listed as inhibitors. actives 2.6% (n = 220,000). AID 1347165, 2019; active = well fitted inhibition curve with a large enough effect; inconclusive = small, poorly fitted or top-dose-only effect; inactive = no such curve, though single readings can be large or run the other way; also: 0% is about no effect; nearly all actives have a fitted effect of over 70% in size
Target sequence (Q9UGL1 whole entry, looked up): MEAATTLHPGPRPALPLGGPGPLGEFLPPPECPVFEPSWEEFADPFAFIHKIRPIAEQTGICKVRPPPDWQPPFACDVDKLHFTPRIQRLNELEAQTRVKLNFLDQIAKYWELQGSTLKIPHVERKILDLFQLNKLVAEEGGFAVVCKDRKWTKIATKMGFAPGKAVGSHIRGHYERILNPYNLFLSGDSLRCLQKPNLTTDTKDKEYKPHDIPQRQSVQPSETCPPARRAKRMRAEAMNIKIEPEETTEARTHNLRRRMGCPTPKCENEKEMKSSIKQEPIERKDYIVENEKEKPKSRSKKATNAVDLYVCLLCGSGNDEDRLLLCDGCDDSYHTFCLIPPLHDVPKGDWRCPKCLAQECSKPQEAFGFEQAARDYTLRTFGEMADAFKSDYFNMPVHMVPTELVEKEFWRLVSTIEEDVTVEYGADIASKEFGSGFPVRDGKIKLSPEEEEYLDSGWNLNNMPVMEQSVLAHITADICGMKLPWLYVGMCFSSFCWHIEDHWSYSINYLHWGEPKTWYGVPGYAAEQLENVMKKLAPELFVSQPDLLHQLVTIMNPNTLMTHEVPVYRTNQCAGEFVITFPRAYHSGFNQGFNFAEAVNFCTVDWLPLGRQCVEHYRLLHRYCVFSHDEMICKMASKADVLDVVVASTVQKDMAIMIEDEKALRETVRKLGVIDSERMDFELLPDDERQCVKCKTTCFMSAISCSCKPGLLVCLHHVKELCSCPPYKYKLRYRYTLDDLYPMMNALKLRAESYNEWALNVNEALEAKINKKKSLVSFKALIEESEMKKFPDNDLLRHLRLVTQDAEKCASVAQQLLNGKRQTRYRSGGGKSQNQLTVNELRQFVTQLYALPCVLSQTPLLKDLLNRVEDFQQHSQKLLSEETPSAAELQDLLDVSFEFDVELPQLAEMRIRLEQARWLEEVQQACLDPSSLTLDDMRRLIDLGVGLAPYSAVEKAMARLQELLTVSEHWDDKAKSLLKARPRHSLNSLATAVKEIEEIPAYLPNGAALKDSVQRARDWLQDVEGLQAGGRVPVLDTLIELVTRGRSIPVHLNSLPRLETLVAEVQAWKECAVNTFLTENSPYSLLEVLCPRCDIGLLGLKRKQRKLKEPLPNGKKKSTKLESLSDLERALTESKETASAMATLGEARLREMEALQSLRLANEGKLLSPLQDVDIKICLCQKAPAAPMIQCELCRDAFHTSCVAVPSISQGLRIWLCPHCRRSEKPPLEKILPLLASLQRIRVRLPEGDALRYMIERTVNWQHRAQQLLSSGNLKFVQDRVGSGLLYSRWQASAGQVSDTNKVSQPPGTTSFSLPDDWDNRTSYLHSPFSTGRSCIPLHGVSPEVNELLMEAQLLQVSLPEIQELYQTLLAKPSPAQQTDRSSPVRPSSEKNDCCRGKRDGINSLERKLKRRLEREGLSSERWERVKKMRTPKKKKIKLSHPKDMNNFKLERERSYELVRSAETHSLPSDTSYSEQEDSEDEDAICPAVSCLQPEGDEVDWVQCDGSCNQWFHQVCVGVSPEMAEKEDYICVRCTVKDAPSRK
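Inhibition is measured as reduced NADH fluorescence generation from FDH coupling to formaldehyde release. Truncated KDM5BΔAP at 200 nM final acts on H3K4me3 peptide (12.5 µM in substrate mix) in pH 7.5 HEPES buffer with Tween-20, 30 min, room temperature.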
* = called active by the depositor; i = inactive; ? = inconclusive; & = joins results of further samples; [ ] = dose if it differs, or a comment. Potency is read from the fitted curve at half-maximal effect.

structure	KDM5B inhibitor
CCOc1ccc(-c2cc3nc(C4CCN(C(=O)OC(C)(C)C)CC4)c(C(=O)Nc4ccc(C)c(F)c4)cn3n2)cc1	?
CC1=C(C(=O)Nc2cccnc2)C(c2cccc(Br)c2)n2nc(SCc3ccccc3)nc2N1 (centres undefined)	-19.6%
Cc1ccc(CC(=O)N[C@@H]2CN(c3ccncn3)C[C@H]2CN(C)C)cc1	22.8%
O=C(Nc1ccc(Nc2ccccc2)cc1)c1ccccc1	-20.1%
O=C(C[C@@H]1CCNC[C@@H]1Cc1cc(-c2ccccc2)on1)NCCN1CCOCC1	-33.7%[86.2 µM]
COc1cccc(CN2CCNc3cnc(Nc4ccccc4)cc3C2)c1	35.5µM*
CCN(Cc1cccc(C)c1)C(=O)c1csc(S(N)(=O)=O)c1	-4.8%
CC(=O)NNC(=O)c1cc2sccc2s1	-0.4%
CC1C(c2ccccc2)=[N+]([O-])C(C)(c2ccc(F)cc2)N1O (centres undefined)	-7.7%
CC(NC(=O)CCCc1c[nH]c2ccccc12)c1ccncc1 (centres undefined)	4.1%
COc1ccc(-c2cc(C(=O)NC3CC3)c3c(C4CCCN4)nn(C)c3n2)cc1 (centres undefined)	?
CC(NC(=O)/C=C/c1ccc(Cl)cc1)C12CC3CC(CC(C3)C1)C2 (centres undefined)	-4.2%
Cc1ccc(C(=O)CC(NCCO)C(=O)O)cc1 (centres undefined)	?
CC(=O)Nc1cccc(NC(=O)CC2(Cc3nc4ccccc4s3)CCCC2)c1	-9.7%
CNC(=S)N/N=C/c1c(C(=O)OC)cnn1-c1ccc(F)cc1F	-0.1%
Cc1ccc(C)c(NC(=O)C2CCN(c3ncnc4c3nc3n4CCCCC3)CC2)c1	3.1%
Cc1ccc(OCc2ccc(C(=O)O)o2)cc1C	17.8%
O=C(CSc1ccc(F)c(F)c1)Nc1ccc2c(c1)OCCCO2	-6.0%
CCc1ccc(-c2[nH]c3c(c2-c2c(-n4cccc4)n(C)c(=O)[nH]c2=O)c(=O)[nH]c(=O)n3C)cc1	-9.8%
CN1CCN(C(=O)CCc2nc(C3CCCN3C(=O)NCCc3ccccc3)no2)CC1 (centres undefined)	20.1%
CCc1noc(-c2cccn3c(CNC(=O)c4ccco4)nnc23)n1	28.2µM*
Cc1cccc(NC(=O)CSc2nc3ccc(NC(=O)c4ccco4)cc3s2)c1	?
COc1ccc(C(=O)N2CCCc3nc(C)nc(-c4ccc(O)cc4)c3C2)cc1	-8.8%
COc1cc(OC)cc(-c2onc(C)c2C(=O)NCCCSC)c1	-14.7%
CN(C)c1ccc(C=Nc2ccc(F)cc2)cc1	-12.8%
CN1CCN(C(=O)/C=C/c2ccc(C#N)cc2)CC1	24.9%
Cn1cc(C2c3ccccc3C(=O)N2CC(=O)NCC(N)=O)c2ccccc21 (centres undefined)	12.7%
CCCn1cnc2c1CN(S(C)(=O)=O)[C@H](C(=O)OC)C2	?
COCCN1C(=O)c2ccccc2C(C(=O)Nc2ccc(F)cc2)C12CCCCC2 (centres undefined)	-12.8%
Cn1c(CNC(=O)C23CCCC=C2N(C2CCCC2)C(=O)CC3)nc2ccccc21 (centres undefined)	-1.1%
COc1cccc(-c2cc3c(=O)n(CCNC(=O)c4ccccc4)ccn3n2)c1	i
CCOc1ccc(N(CC(=O)Nc2ccc(F)cc2F)S(=O)(=O)c2c(C)[nH]c(=O)[nH]c2=O)cc1	-22.7%
CCOc1ccccc1NC(=O)Cn1ncc2c(=O)oc3ccc(C)cc3c21	2.9%
Nc1nccc(-c2nn(-c3ccc(Cl)cc3)ccc2=O)n1	6.7%
CCOc1ccc(-c2cc3c(=O)n(Cc4nc(-c5ccc(OC(C)C)cc5)oc4C)ccn3n2)cc1Cl	?
Cc1ccc(NC(=O)N2CCC(OC3CCN(S(C)(=O)=O)CC3)CC2)c(C)c1	-12.8%
O=C1c2[nH]nc(-c3ccccc3)c2C(c2ccccc2)N1c1cccc(C(F)(F)F)c1 (centres undefined)	68.9%[activator]
COCCN1C(=O)CC[C@]2(C(=O)NCc3ccco3)CCCC[C@@H]12	-4.0%
Cc1cc(C)c(CN2CCC3(CC2)Cc2ccccc2CNC3=O)c(C)c1	0.0%[115 µM]
Cc1ccsc1CN1CC(C(=O)NCc2ccncc2)C2(CCOCC2)C1 (centres undefined)	-12.9%
CCOc1ccc(NC(C)=O)cc1S(=O)(=O)Nc1ccccc1-c1nnc2n1CCCCC2	-0.5%
COC(=O)CNC(=O)C(C)(C)c1ccccc1	16.5%
Fc1cccc(/C=N/Nc2ccc(Cl)nn2)c1	20.2%
COC(=O)[C@H](Cc1ccc(OC)cc1)NC(=O)[C@H]1CN(S(=O)(=O)c2ccccc2)CCN1C(=O)NC1CCCCC1	27.2%
C=CCn1cc(CN(Cc2ccc(SC)cc2)C2CC2)c(C)n1	-27.0%
Cc1ccc(/C=N/NC(=O)c2cccc(NC(=O)c3ccccc3C)c2)o1	-9.7%
COc1ccc(C(=O)NCCc2nnc3ccc(SCC(=O)N4CCCCC4)nn23)cc1	9.2%
COc1cc(N)c(Cl)cc1C(=O)OCc1ccc(C(C)(C)C)cc1	-15.6%
Clc1ccccc1C1(c2ccnc(C3CC3)n2)CCNCC1	-19.3%
CCN(CC)c1ccc(/C=N/NS(=O)(=O)c2ccc(Cl)cc2)cc1	-22.0%
CCCCCC(=O)N/N=C/c1cccnc1	15.0%
CCCCCCCCCCOC(=O)C[N+](C)(C)Cc1ccccc1	13.5%
Cc1ccc2nc(C(=O)NCCc3nc(Cc4ccccc4)no3)cn2c1	?
O=C(CSc1nc2ccccc2s1)Nc1ncccn1	2.1%
Cc1ccc(C2Cn3nnc(C(=O)N4CCN(c5cccc(C)c5)CC4)c3CO2)cc1 (centres undefined)	-2.1%
c1ccc(C(CN2CCCC(N3CCN(c4ccccc4)CC3)C2)c2ccccc2)cc1 (centres undefined)	-17.1%

Later entries.
structure	KDM5B inhibitor
CCN(Cc1ccccc1)C(=O)C1CCN(S(=O)(=O)c2ccc3c(c2)CCCN3C(C)=O)CC1	15.2%
CCOC(=O)C1=C(CN2CCN(c3cc(C)ccc3C)CC2)NC(=O)NC1c1ccc(Cl)cc1 (centres undefined)	12.6%
CC(C)c1ccc(S(=O)(=O)c2nnn3c2nc(NC2CCCC2)c2sccc23)cc1	-23.5%
COc1ccc(C(C(=O)O)N2CCCN(c3ccc(F)cc3)CC2)cc1F (centres undefined)	?
CCN(CC)CCNC(=O)c1cn(CC)c2ccc(S(=O)(=O)N3CCOCC3)cc2c1=O	-8.0%
O=C1NCCOCCN(C(=O)c2cccs2)[C@@H]2CCCC[C@H]12	-19.9%
CN1CCN(c2ncc(C(=O)O)c(-c3ccccc3)n2)CC1	?
Cc1ccc(Cl)cc1NC(=O)CN1C(=O)COc2ccc(S(=O)(=O)N3CCCCCC3)cc21	-7.9%
Cc1ccc(-c2c[n+](CC(=O)Nc3ccc(C)cc3C)c3n2CCC3)cc1	11.7%
COc1ccc(N2Cc3c(ncnc3N3CCC(Cc4ccccc4)CC3)N(C)CC2=O)cc1	-28.6%
CCCc1noc(-c2nnn3c2COC(c2ccc(OC)cc2)C3)n1 (centres undefined)	11.6%
COc1ccccc1NC(=O)CSc1nc2c(=O)[nH]cnc2n1-c1ccc(C)cc1	17.1%
Cc1cc(C)n(-c2nc(-c3ccccc3)cc(=O)n2CC(=O)Nc2ccccc2)n1	?
CC/C(=N/NC(=O)C1CC1(c1ccc(C)cc1)c1ccc(C)cc1)c1ccccc1 (centres undefined)	20.5%
CC(C)n1c(CNC(=O)C2CC(=O)N(C3CCCC3)C2)nc2ccccc21 (centres undefined)	-2.3%
Cn1c(N2CCN(C(=O)CC[C@H]3NC(=O)c4ccccc4NC3=O)CC2)nc2ccccc21	15.6%
CCOC(=O)c1sc(N2C(=O)c3oc4ccc(C)cc4c(=O)c3C2c2ccccc2F)nc1C (centres undefined)	3.4%
CC(=O)N1CCN(Cc2csc(-c3ccc(C(F)(F)F)cc3)n2)CC1	20.0%
COc1cc(S(=O)(=O)Nc2ccc3ccccc3c2)ccc1NC(C)=O	-3.0%
Cc1cccc(C)c1Oc1ncccc1CNC(=O)c1[nH]ncc1Cl	32.2%
COc1ccc(S(=O)(=O)NCC2CCCO2)cc1C(=O)O (centres undefined)	31.7%
N#Cc1ccc(CN2CC[C@@H]3OCC(=O)N(CCc4cccnc4)[C@H]3CC2)cc1	?
O=C(NC1CC1)c1nc(-c2ccc(F)cc2)c2ccccn12	31.6µM*
CC1(C)C(=O)NC(=O)C(C#N)C1c1ccccc1 (centres undefined)	21.5%
COc1cccc(NS(=O)(=O)c2cc3c4c(c2)C(C)C(=O)N4CCC3)c1 (centres undefined)	-29.9%
CCCCNCc1ccc(-c2ccccc2F)o1	-0.5%
CN(Cc1ccccc1)C(=O)c1cc(=O)[nH]c2ccccc12	?
CC(C)(C)C(NCC(=O)NC(C)(C#N)C1CC1)c1cccs1 (centres undefined)	-16.1%
CNC(=O)COc1ccc(NC(=O)CCn2nc(-c3ccc(C)cc3)c3ccccc3c2=O)cc1	-12.8%
O=C(NC1CCN(c2cc(-c3cccs3)[nH]n2)C1)c1ccccc1 (centres undefined)	?
O=C(c1ccncc1F)N1C[C@@H](COCC2CC2)[C@H](c2ccncc2)C1	21.3%
CC(C)(C)c1csc(C2CN(CCC#N)CCO2)n1 (centres undefined)	-6.3%
COc1cc(NC(=O)CCCSc2nc(-c3ccco3)cc(C(F)(F)F)n2)cc(OC)c1OC	?
CCCCN(CC)CCNC(=O)c1cc2c(=O)[nH]c3ccccc3c2n1C	?
N#Cc1ccc(NC(=O)c2cc(-c3cccs3)nc3ccccc23)cc1	?
CN1C[C@@H](NC(=O)c2ccc(-c3ccccc3)cc2)C[C@H]1c1nc(-c2ccc(Cl)cc2)no1	-13.4%
CS(=O)(=O)NC1CCN(C(=O)c2cnc3ccccc3n2)CC1	2.7%
Cc1cc(C(=O)N2C[C@H]3CN(C4CCOCC4)C[C@@]3(C(=O)O)C2)n[nH]1	27.8%
CCc1c(C)sc(NC(=O)c2ccncc2)c1C#N	-0.3%
Cc1ncnc(N2CCN(C(=O)C3CCN(C(=O)C4CC4)CC3)CC2)c1C	0.5%
O=C(CCc1nc2ccccc2c(=O)[nH]1)N1CCCCC1	9.5%
CN(C)c1ccc(-c2nc(-c3nnn4c3COC(c3ccccc3Cl)C4)no2)cc1 (centres undefined)	25.1µM*
CCCNC1(Cc2cc(COc3ccccc3)on2)COC1	-7.2%[86.2 µM]
Cc1cc(C)c2c(=O)cc(C(=O)Nc3nnc(C)s3)oc2c1	20.7%
NC(=O)[C@@H]1C[C@H](Oc2cccnc2)CN1C(=O)c1ccc2ccccc2n1	9.5%
Cc1ccc(-c2cc(C(=O)NC3CCCCC3)c3ccccc3n2)cc1	-3.9%
Cc1ncsc1CN(C)C1CCc2nn(C)c(=O)n2CC1 (centres undefined)	-14.0%
COc1cccc(NC(=O)CNC(=O)Cn2c(C)cc3ccccc3c2=O)c1	0.3%
Cc1cccc(CNC(=O)CCn2ccc3cc(S(=O)(=O)N4CCCC4)ccc32)c1	-15.1%
COc1cccc(NC(=O)c2c(C)nn(-c3cccc(C)c3)c2-n2cccc2)c1	?
CCOc1ccccc1OCc1nn2c(C)nnc2s1	18.3%
COc1ccc(Cl)cc1NC(=O)C1c2ccccc2Oc2ccccc21	25.0%
Cc1nn(-c2nc3c(c(=O)n(CCCc4ccccc4)c(=O)n3C)n2C(C)C)c(C)c1C	6.6%
CN(C)C(CNC(=O)CCc1ncc(-c2ccccc2F)o1)c1ccco1 (centres undefined)	10.0%
CCOC(=O)c1cnc2c(C)cccc2c1Nc1ccc(O)cc1	-16.4%
CCOc1ccc(CCNC(=O)CN2C(=O)c3cccnc3Oc3ccc(C)cc32)cc1OCC	-18.9%

Next entries.
structure	KDM5B inhibitor
COc1ccc(N2C(=O)CSC23CCN(C(=O)C2CCCC2)CC3)cc1	-4.5%
O=C(Nc1ccc2nc(SCC(=O)N3CCOCC3)sc2c1)c1ccc(Br)cc1	?
O=C1NCCCCCCN(Cc2ccncc2)[C@@H]2CN(C3CCOCC3)CC[C@@H]12	?
CCCN1CC(=O)N2Cc3[nH]c4ccccc4c3C[C@H]2C1=O	?
O=C(CCS(=O)(=O)c1cc(Br)cc2c1N(C(=O)C1CC1)CC2)N1CCN(c2ccccn2)CC1	22.6%
COc1cc(C2c3c(-c4ccccc4O)n[nH]c3C(=O)N2Cc2ccncc2)cc(OC)c1OC (centres undefined)	6.4%&-17.9%

Gathered by group: those above containing two or more sulfur atoms.
structure	KDM5B inhibitor
CCN(Cc1cccc(C)c1)C(=O)c1csc(S(N)(=O)=O)c1	-4.8%
CC(=O)NNC(=O)c1cc2sccc2s1	-0.4%
Cc1cccc(NC(=O)CSc2nc3ccc(NC(=O)c4ccco4)cc3s2)c1	?
O=C(CSc1nc2ccccc2s1)Nc1ncccn1	2.1%
CC(C)c1ccc(S(=O)(=O)c2nnn3c2nc(NC2CCCC2)c2sccc23)cc1	-23.5%
O=C(Nc1ccc2nc(SCC(=O)N3CCOCC3)sc2c1)c1ccc(Br)cc1	?

A portion of the library; the hit share may differ from the screen's.
